Bioassay records from PubChem.
hcGAS lum: human cGAS inhibition; inhibition, % at 12.5 µM; 0.081% of 290,000 active; recombinant h-cGAS, ATP depletion, Kinase-Glo luminescence; Q8N884; AID 1259398;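 also: 0% = vehicle reaction and 100% = reaction without DNA for no activity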
Target sequence (Q8N884 whole entry, looked up): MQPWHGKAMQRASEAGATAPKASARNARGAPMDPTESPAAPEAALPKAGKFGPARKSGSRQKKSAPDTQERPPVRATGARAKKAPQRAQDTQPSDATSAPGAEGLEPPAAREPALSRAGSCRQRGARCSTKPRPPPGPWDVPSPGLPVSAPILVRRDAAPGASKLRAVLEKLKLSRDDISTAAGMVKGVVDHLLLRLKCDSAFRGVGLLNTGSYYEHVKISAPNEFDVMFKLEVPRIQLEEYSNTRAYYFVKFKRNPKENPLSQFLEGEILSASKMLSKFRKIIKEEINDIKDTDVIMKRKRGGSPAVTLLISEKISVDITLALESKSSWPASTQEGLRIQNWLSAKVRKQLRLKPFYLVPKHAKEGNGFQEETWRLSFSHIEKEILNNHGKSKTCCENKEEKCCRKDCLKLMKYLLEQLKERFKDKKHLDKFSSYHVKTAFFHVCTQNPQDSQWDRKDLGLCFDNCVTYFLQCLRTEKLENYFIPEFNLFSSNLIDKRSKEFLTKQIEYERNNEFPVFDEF
NPYLR7 agonist: activates Aedes aegypti NPYLR7 receptor; 0.15% of 270,000 active; HEK293T NPYLR7/Galpha15, GCaMP6s calcium fluorescence; activation, % at 10 µM; in the data active = activation above about 40%;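 also: 0% = vehicle and 100% = reference agonist at the receptor; some compounds past the cut are filed as inactive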
mcGAS inh: mouse cGAS inhibition by luminescence. Q8C6L5. recombinant cGAS, Kinase-Glo ATP depletion luminescence. inhibition, % at 12.5 µM. 0.15% of 160,000 active. AID 1259399;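 also: 0% = negative control wells and 100% = reference inhibitor with no enzyme activity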
* marks the source's active call; other numbers are inactive results; . = not tested or not shown; & = joins results of further samples. Rule as the data show it, unless noted: active = inhibition above about 40%; inactive = the rest. Hits appear at their usual frequency; about 0.27% have a hit in one of these screens.

structure | hcGAS lum | NPYLR7 agonist | mcGAS inh
CCOC(=O)c1ccc(N=C2SC(C(=O)Nc3ccc(OC)cc3)CC(=O)N2C)cc1 (stereo unspecified) | -1 | 2 | -6
CCn1ccnc1CN1CCN(Cc2ccc(F)cc2)C(=O)C1 | -1 | -3 | .
CCn1cc(CN(C(=O)c2nccc3ccccc23)C(C)C)cn1 | -6 | 1 | .
CSc1nc(CN2CCN(c3ccc(C(C)=O)cc3)CC2)cc(=O)[nH]1 | -6 | 4 | .
Cn1cc(NC(=O)Nc2ccc(C(N)=O)cc2)c2ccccc21 | -6 | -2 | -10
CCN1CC(CN(C)c2ccc(S(=O)(=O)N3CCN(C)CC3)cc2[N+](=O)[O-])Oc2ccccc21 (stereo unspecified) | -5 | -4 | -7
COc1ccc(-c2nc(N3CCN(C(=O)C4CCC4)CC3)c3ccccc3n2)cc1 | -1 | . | -3
CC(=O)c1cccc(Nc2cc3[nH]c(-c4ccccc4)cc3cn2)c1 | -8 | 1 | -5
CCCCCOC(=O)CSc1n[nH]c(=O)[nH]c1=O | -6 | -3 | -4
CCC(C(=O)Nc1ccc(N2CCC(Cc3ccccc3)CC2)c(C(=O)NCc2ccc(F)cc2)c1)c1ccccc1 (stereo unspecified) | -7 | -9 | -4
O=[N+]([O-])c1cc(Cl)ccc1S(=O)(=O)N1CCN(Cc2ccccc2)CC1 | 1 | -19 | .
CC(C)Oc1ccc(Br)cc1N | -9 | 5 | .
COc1ccc(S(=O)(=O)N(C)C)cc1NC(C)C(=O)Nc1cccc(C#N)c1 (stereo unspecified) | -7 | 2 | .
CNC(=O)c1nn(Cc2cc(C)on2)c(=O)c2ccccc12 | -7 | 7 | .
COc1cccc2c1OCC(C(=O)N1CCc3ccccc3C1)C2 (stereo unspecified) | -7 | 10 | -12
CC(C)c1cc(=O)n2c(n1)SCC2CC(=O)NCc1c(F)cccc1F (stereo unspecified) | 0 | 0 | .
O=C(c1cc(Br)ccc1Cl)N1CC(CO)Oc2ccccc21 (stereo unspecified) | -4 | 1 | -13
Cc1ccccc1S(=O)(=O)NC(=O)C1(C)CCN1C(=O)Cc1ccccc1Cl (stereo unspecified) | 3 | 8 | .
COc1ccc(NC(C)C(=O)N2CCc3ccccc32)cc1S(=O)(=O)N1CCCCC1 (stereo unspecified) | -3 | 4 | .
Cc1nn(C(C)(C)C)c2c1C(c1cc3c(cc1[N+](=O)[O-])OCO3)C1C(=O)CC(C)(C)CC1=N2 (stereo unspecified) | 2 | -2 | .

3 structures out of the list, ordered by SMILES length, descending.
structure | hcGAS lum | NPYLR7 agonist | mcGAS inh
O=[N+]([O-])c1cc(Cl)ccc1S(=O)(=O)N1CCN(Cc2ccccc2)CC1 | 1 | -19 | .
COc1ccc(S(=O)(=O)N(C)C)cc1NC(C)C(=O)Nc1cccc(C#N)c1 (stereo unspecified) | -7 | 2 | .
COc1cccc2c1OCC(C(=O)N1CCc3ccccc3C1)C2 (stereo unspecified) | -7 | 10 | -12

The results go on:
structure | hcGAS lum | NPYLR7 agonist | mcGAS inh
CC1(C(=O)NS(=O)(=O)c2ccc(Cl)cc2)CCN1C(=O)Cc1ccc(-c2ccccc2)cc1 (stereo unspecified) | -8 | 0 | .
CCn1cc(CNC(=O)c2ccccc2I)c(C)n1 | -4 | 8 | .
Cc1onc(-c2ccccc2)c1C(=O)Nc1ccc(Br)cc1 | 1 | 5 | .
CCCCOC(=O)c1ccc(Nc2nc(C)c([N+](=O)[O-])c(Nc3ccc(C(=O)OCCCC)cc3)n2)cc1 | -4 | 14 | -6
NS(=O)(=O)c1ccc(NC2CC(=O)N(Cc3ccc(Cl)cc3)C2=O)cc1 (stereo unspecified) | -6 | 4 | .
Cc1nc2sc(C)c(C)n2c(=O)c1NC(=O)CCCc1ccccc1 | -6 | 8 | .
C=CCOCC(O)CN(Cc1c(C)nn(-c2ccccc2)c1Oc1ccccc1Cl)CC1CCCO1 (stereo unspecified) | -4 | 14 | -5
C=CCOc1ccccc1C(=O)N1CC[C@H](O)[C@@H](O)C1 | -5 | 25 | -14
Cc1cccc(N2CCN(CCC(C)NS(=O)(=O)c3ccc(F)cc3)CC2)c1 (stereo unspecified) | -9 | -4 | .
O=C1NCC(=O)N2C[C@H](Nc3nccc(CCC(F)(F)F)n3)C[C@@H]12 | -11 | 1 | .
O=C1c2ccccc2NC(c2ccccc2F)N1C1CC1 (stereo unspecified) | -2 | -2 | -11
Cc1ccsc1C(=O)N1CCCC(N2CCN(c3cccc(Cl)c3)CC2)C1 (stereo unspecified) | -5 | -2 | .
Cc1cc(C)c(C(=O)N(CCN(C)C)CC2CCCN(Cc3ccccc3F)C2)o1 (stereo unspecified) | -9 | 11 | -12
CN(C)CCCN(C(=O)c1ccc(C#N)cc1)c1nc2cc3c(cc2s1)OCO3 | 4 | -1 | -2
Cc1c(C#N)c(NC(=O)Cn2ccnc2C)n(C2CCCCC2)c1C | -9 | 8 | -8
CNc1ccc(C)cc1C(=O)N1CCc2nc(N(C)C)[nH]c(=O)c2CC1 | 0 | -7 | .
Cc1cc(NCc2cccc(C(F)(F)F)c2)nc(N)n1 | -9 | 5 | -9
COc1ccc(NC(=O)/C=C/c2cc(C)n(C3CC3)c2C)cn1 | -4 | 8 | 7
CCC(NC(=O)Nc1nncs1)c1cccc(Cl)c1 (stereo unspecified) | -13&-17 | -1&0 | -9
CCNc1nn(CC(=O)Nc2cccc(C)c2)c(N)c1-c1nc(-c2ccccc2C)no1 | -8 | . | -8
CC(O)CN(Cc1ccccc1)C(=O)CCNC(=O)c1ccsc1 (stereo unspecified) | -5 | 8 | .
Cc1[nH]cnc1-c1nccn1C(C)Cn1ccc2ccccc21 (stereo unspecified) | -11 | 6 | -17
CCn1c(C)c(C(=O)CN(Cc2ccco2)S(=O)(=O)c2cccc(C(F)(F)F)c2)c(C)c1C(=O)OC | -6 | -12 | -3
CNC(=O)COc1ccc(-c2ccccc2Cl)cc1 | -2 | 6 | .
Cc1cccc(CNC(=O)c2ccccc2NC(=O)Cn2cc(Cl)cn2)c1 | -5 | 1 | -10
C=CCN(Cc1nccn1Cc1cccc(C)c1)C(=O)c1ccco1 | -2 | 20 | -5
Cc1cc(C(=O)N=c2sc3cccc(Cl)c3n2C)on1 | -3 | 4 | 0
O=C(NCCOCc1ccc(Cl)cc1)c1ncn[nH]1 | 4 | -2 | .
Cc1noc(C)c1S(=O)(=O)N1CCN(Cc2ccc(Br)cc2)CC1 | -4 | 5 | .
O=C1NC(=O)C(=C2C=C(c3ccccc3)OC3=C2CCCC3)C(=O)N1 | -4 | -4 | -5
CCN(CC)S(=O)(=O)c1ccc(OC)c(N2CCN(S(=O)(=O)c3cccc(C#N)c3)CC2)c1 | -2 | 21 | -7
COc1ccc(F)cc1CS(=O)Cc1cccc2c1OCCO2 (stereo unspecified) | -7 | 4 | -17
COCCn1cc(NC(=O)NCc2ccccc2)c2ccccc21 | -9 | 15 | .
C=CCNC(=O)N1CCOC(CN2CCN(c3ccc(C)c(C)c3)CC2)C1 (stereo unspecified) | -8 | 6 | .
CCc1c(C)nc(SCc2nc(-c3ccccc3)oc2C)[nH]c1=O | -7 | -3 | -6
CC(C)Cc1nc(C(=O)O[C@H]2C(=O)OCC2(C)C)cs1 | 5 | -6 | 3
O=C(c1cn(Cc2ccccc2F)nn1)N1CCC(OCc2cccnc2)CC1 | -6 | 6 | .
CNS(=O)(=O)c1ccc(CNC(=O)c2ccc(S(=O)C(C)C)cc2)cc1 (stereo unspecified) | -10 | 4 | -16
O=[N+]([O-])c1ccc(CSc2ccc3nnc(-c4cccnc4)n3n2)cc1 | 0 | -1 | -5
COC(=O)c1ccccc1NC(=O)c1cc(=O)c2ccccc2o1 | -4 | 3 | -1
Cc1nn(C)c(Cl)c1CNC(C)c1cnn(-c2cccc(F)c2)c1C (stereo unspecified) | -13 | 5 | .
COC(=O)N1CCOCC1c1cc(C(=O)NCc2ccccc2)no1 (stereo unspecified) | -7 | 1 | -7
CN(Cc1ncccc1C(=O)O)Cc1noc2c1CCCC2 | -7 | -2 | -9
CCC(NC(=O)c1ccco1)C1c2cc(OC)c(OC)cc2CCN1Cc1cccc(F)c1 (stereo unspecified) | -12 | 8 | -5
C=CCN(Cc1ccccc1C)C(=O)[C@H](N)C1CCCCC1 | -5 | 4 | -11
CCn1ncc2c1CCCC2NCc1ccc(N2CCOCC2)cc1 (stereo unspecified) | -2 | 1 | .
Clc1cccc(N2CCN(c3nc4ccccc4n4nnnc34)CC2)c1 | -2 | 0 | -4
CCS(=O)(=O)c1ccc(C(=O)N(Cc2cccnc2)c2nc3cc(C)c(C)cc3s2)cc1 | -4 | 0 | -4
COc1ccc(C(=O)Nc2ccc(O)c(-c3nc4cc(C)ccc4o3)c2)cc1Br | -4 | 10 | -7
O=C(COc1ccc(Cl)cc1)N1CCCC(OCc2ccc(F)c(F)c2)C1 (stereo unspecified) | -1 | -3 | .

Next results.
structure | hcGAS lum | NPYLR7 agonist | mcGAS inh
COC(=O)CN1CCN(Cc2cccc3c2OCO3)C(C)C1=O (stereo unspecified) | -1 | 7 | .
CCCCCc1ccc(C(=O)N2CCN(C(=O)CCCSc3nnc(-c4ccc(C)cc4)n3-c3ccccc3C)CC2C)cc1 (stereo unspecified) | 5 | -8 | 2
Cc1cccc(-n2ncc3c2ncn2c(-c4ccco4)nnc32)c1 | -7 | 25 | -8
COCCn1c(C)cc(O)c(C(c2ccc(C)cc2)N2CCN(c3ccccn3)CC2)c1=O (stereo unspecified) | -10 | 6 | .
COc1ccc(OC)c(CSc2nc3cc(S(=O)(=O)N4CCOCC4)ccc3n2CC2CCCO2)c1 (stereo unspecified) | 2 | 5 | 0
CCCN1CCC(C)(C(=O)Nc2ccccc2-c2ccccc2)C1 (stereo unspecified) | -9 | 1 | .
Cc1cc(OCC(=O)OCc2ccc(C#N)cc2)no1 | -2 | 0 | .
COc1cccc(CN2CCCC(NCc3cnn(-c4ccccc4C)c3)C2)c1 (stereo unspecified) | 0 | -10 | -3
CCn1cc(NC(=O)N2CCC(C(N)=O)CC2)c2ccccc21 | -6 | -2 | -9
COC(=O)NC1CCN(c2ccccc2C(=O)NCCN2CCCCC2)CC1 | -3 | 25 | -5
O=c1cc[nH]c2ccc(F)cc12 | -3 | -4 | .
CN(C)CCCNCC(O)COCc1ccc2c(c1)OCO2 (stereo unspecified) | -3 | -4 | .
O=C(COc1ccc(Cl)cc1)Nc1ccccn1 | -34 | 1 | -13
O=C(CSCc1ccc(Cl)cc1Cl)NCCc1ncn[nH]1 | -9 | 6 | .
CC(=O)N[C@@H]1CCCCC1NC(=O)C1CCCN(C(=O)CC(C)(C)C)C1 (stereo partly specified) | -6 | . | -10
CCOC(=O)C1=C(C)N=c2s/c(=C/c3ccc(OC)c(OC)c3)c(=O)n2C1c1ccc(OC(C)=O)cc1 (stereo unspecified) | -5 | 4 | -5
CCSc1nnc2ccc(-c3ccc(C)cc3)nn12 | -6 | -15 | -7
O=C1NCCN2CCN(C(=O)c3ccccc3NCc3ccccn3)CC12 (stereo unspecified) | -5 | 6 | -10
O=C(CSc1ccc2nnc(-c3ccccn3)n2n1)Nc1nccs1 | -8 | 0 | -7
Cc1cc(C(=O)CSc2ncn[nH]2)c(C)n1C1CC1 | -9 | -1 | -5
Cc1cccc(OCCCn2c(C3CC(=O)N(C(C)(C)C)C3)nc3ccccc32)c1 (stereo unspecified) | -6 | -3 | -3
Cc1ccc(NC(=O)C2(C)CCN2CCc2ccccc2)cc1 (stereo unspecified) | 2 | -3 | .
O=C(OCc1cc(-c2ccc(F)cc2F)on1)c1cc2ccccc2oc1=O | -6 | -3 | .
Cc1ccc(-n2ncc3c(C)nnc(SCC(=O)N4CCc5ccccc54)c32)cc1C | -10 | -8 | -11
Cc1sc2nc(-c3cccs3)nc(NCCC(=O)N3CCOCC3)c2c1C | -1 | -4 | -6

Among those listed so far, 10 contain an NH in an aromatic ring:
structure | hcGAS lum | NPYLR7 agonist | mcGAS inh
CSc1nc(CN2CCN(c3ccc(C(C)=O)cc3)CC2)cc(=O)[nH]1 | -6 | 4 | .
CC(=O)c1cccc(Nc2cc3[nH]c(-c4ccccc4)cc3cn2)c1 | -8 | 1 | -5
CCCCCOC(=O)CSc1n[nH]c(=O)[nH]c1=O | -6 | -3 | -4
CNc1ccc(C)cc1C(=O)N1CCc2nc(N(C)C)[nH]c(=O)c2CC1 | 0 | -7 | .
Cc1[nH]cnc1-c1nccn1C(C)Cn1ccc2ccccc21 (stereo unspecified) | -11 | 6 | -17
O=C(NCCOCc1ccc(Cl)cc1)c1ncn[nH]1 | 4 | -2 | .
CCc1c(C)nc(SCc2nc(-c3ccccc3)oc2C)[nH]c1=O | -7 | -3 | -6
O=c1cc[nH]c2ccc(F)cc12 | -3 | -4 | .
O=C(CSCc1ccc(Cl)cc1Cl)NCCc1ncn[nH]1 | -9 | 6 | .
Cc1cc(C(=O)CSc2ncn[nH]2)c(C)n1C1CC1 | -9 | -1 | -5
